# NS3 helicase inh – inhibitors of HCV NS3 helicase, primary screen, biochemical, Cy5 molecular beacon fluorescence | NS3 helicase DNA unwinding | AID 1800, 2009 | Hepatitis C virus NS3 helicase | actives 0.56% (n = 290,000) | inhibition, % at 10.9 µM;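 active = inhibition above the mean of all tested compounds plus 3 SD, set per campaign, cut at about 35% in these data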;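 note: 0% = DMSO wells and 100% = thioflavine S control wells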
#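 Assay system – hepatitis C virus NS3 helicase domain fragment enzyme · Buffer or medium – MOPS pH 6.5, MgCl2, DTT, Tween20, BSA · Reagent – Cy5/quencher beacon DNA duplex and ATP to start · Compound – single 10.9 µM dose · Timing – 1 h at 25 °C · Technique – Cy5 beacon fluorescence read at start and 1 h · Measure – % inhibition of unwinding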
# GalR3 antag – GalR3 antagonists in HEK293 cells, primary screen, cell-based, fluorescence readout | Galanin receptor type 3 (Homo sapiens), O60755 | HEK293 GalR3-CNG cAMP membrane potential fluorescence; galR3 body fused to GalR1 C-terminus | inhibition, % at 3 µM | actives 0.44% (n = 360,000) | AID 651719, 2012;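 active = inhibition above the screen-wide average plus 3 SD, cut at about 13% in these data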;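 note: forskolin and galanin both at EC90 stimulate the cells; cAMP rise reported by CNG channel membrane potential dye signal; 0% = forskolin plus galanin with DMSO and 100% = forskolin alone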
# VIM-2 inhibitor – VIM-2 metallo-beta-lactamase inhibitors, primary screen, biochemical, epi-absorbance readout, Pseudomonas aeruginosa enzyme. purified VIM-2, nitrocefin hydrolysis, epi-absorbance fluorescence. actives 0.89% (n = 290,000). inhibition, % at 5.6 µM;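 active = inhibition above the mean of all tested compounds plus 3 SD, cutoff set per screening run, cut at about 7.5% in these data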;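 note: red hydrolysis product quenches plate fluorescence so inhibitors raise well fluorescence; 0% = enzyme with DMSO and 100% = DMSO without enzyme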
# CRFR2-BP antag – antagonists of CRF-BP/CRF-R2 complex, primary screen, cell-based, HEK293, calcium dye fluorescence, uHTS | CRF-induced calcium fluorescence | actives 0.59% (n = 350,000) | inhibition, % at 11.8 µM;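 active = inhibition of the ligand-induced calcium signal above about 50% at the single tested concentration, limit read from the data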
# UBC9 SUMO inh – inhibitors of in vitro SUMOylation cascade, primary screen, biochemical, HTRF, uHTS; SUMO-conjugating enzyme UBC9 (Homo sapiens), P63279; inhibition, % at 35 µM; actives 0.36% (n = 290,000); AID 2006, 2009; HTRF SUMOylation assay, SAE1/SAE2 + UBC9; in the data active = inhibition above about 50%, passing the limit was not always enough; note: strong numbers were not always called active
# IMP-1 inhibitor – IMP-1 metallo-beta-lactamase inhibitors, primary screen, biochemical, epi-absorbance readout, Pseudomonas aeruginosa enzyme. metallo-beta-lactamase IMP-1 (Pseudomonas aeruginosa). purified IMP-1, nitrocefin hydrolysis, epi-absorbance fluorescence. inhibition, % at 5.6 µM. actives 0.45% (n = 290,000). AID 1556, 2009;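 active = inhibition above the mean plus 3 SD of all compounds in the same screening run, cut at about 4.5% in these data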;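 note: 0% = IMP-1 with DMSO and 100% = DMSO wells lacking enzyme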
#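 System: Purified IMP-1 | Read-out basis: Percent enzyme inhibition | Controls: IMP-1 with DMSO as 0%, enzyme-free DMSO as 100% | Replicates: One well per compound | Doses: 5.6 µM nominal single concentration | Detection: Epi-absorbance fluorescence, 480 nm excitation, 530 nm emission | Incubation: 25 °C, 15 min preincubation, 25 min reaction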
# p-CIP stab down – p/CIP-EGFP fusion destabilizers, primary screen, fluorescence, F442A cells. Q05BA5. 16 h. decrease of EGFP signal, % at 10 µM. actives 0.01% (n = 290,000). AID 1984, 2009;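 active = EGFP signal decrease of at least 30% at 10 µM or well 3 SD below plate mean, unless failing retest; inactive = the rest, including hits failing retest or dose response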; note: some compounds called inactive have numbers as strong as hits; many of its hits are not listed in these tables
# IDE act – human IDE activators in live cells, primary screen, fluorescence polarization, HEK cells, FAbeta-B substrate | Insulin-degrading enzyme (Homo sapiens), P14735 | FAbeta-B cleavage; 0% vehicle, 100% cell-free pure enzyme wells | activation, % at 5.96 µM | actives 0.073% (n = 340,000);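 active = activation above the mean of all tested compounds plus 3 SD, set per screening campaign, cut at about 17% in these data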
# Target sequence (P14735 whole entry, looked up): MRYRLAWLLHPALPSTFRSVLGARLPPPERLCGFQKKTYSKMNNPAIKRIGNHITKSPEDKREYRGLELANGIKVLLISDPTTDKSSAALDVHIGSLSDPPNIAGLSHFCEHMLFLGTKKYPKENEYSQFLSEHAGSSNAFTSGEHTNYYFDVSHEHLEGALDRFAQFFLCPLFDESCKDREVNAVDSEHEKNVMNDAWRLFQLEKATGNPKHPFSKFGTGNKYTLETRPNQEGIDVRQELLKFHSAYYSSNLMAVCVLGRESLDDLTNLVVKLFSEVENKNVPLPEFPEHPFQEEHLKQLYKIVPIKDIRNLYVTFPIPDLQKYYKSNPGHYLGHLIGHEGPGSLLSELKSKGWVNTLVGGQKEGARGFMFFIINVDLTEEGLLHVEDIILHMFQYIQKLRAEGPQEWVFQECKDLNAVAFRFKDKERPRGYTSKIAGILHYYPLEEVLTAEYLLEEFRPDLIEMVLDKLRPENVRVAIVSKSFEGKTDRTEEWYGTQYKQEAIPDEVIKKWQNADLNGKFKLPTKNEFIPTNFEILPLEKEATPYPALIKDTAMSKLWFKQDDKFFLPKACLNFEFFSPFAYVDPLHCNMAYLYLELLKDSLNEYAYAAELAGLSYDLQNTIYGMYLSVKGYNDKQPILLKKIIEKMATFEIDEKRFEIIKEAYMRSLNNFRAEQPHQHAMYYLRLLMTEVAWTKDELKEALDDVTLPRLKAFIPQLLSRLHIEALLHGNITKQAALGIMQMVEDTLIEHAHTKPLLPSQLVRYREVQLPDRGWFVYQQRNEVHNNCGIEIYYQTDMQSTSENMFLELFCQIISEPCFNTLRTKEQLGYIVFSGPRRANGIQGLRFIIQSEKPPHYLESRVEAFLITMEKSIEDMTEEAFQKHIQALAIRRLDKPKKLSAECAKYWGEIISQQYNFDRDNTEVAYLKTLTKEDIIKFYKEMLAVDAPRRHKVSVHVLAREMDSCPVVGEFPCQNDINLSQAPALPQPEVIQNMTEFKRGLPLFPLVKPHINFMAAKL
# IDE inh – human IDE inhibitors in live cells, primary screen, fluorescence polarization, HEK cells, FAbetaB substrate. inhibition, % at 5.59 µM. actives 0.41% (n = 320,000). FAbetaB cleavage;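 active = percent inhibition above the average of all tested compounds plus 3 SD, set per screening campaign, cut at about 16% in these data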;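 note: IDE supplied by intact live HEK cells; FP after avidin binding of uncleaved biotin substrate so inhibition keeps polarization high; 0% = DMSO wells and 100% = 60 µM reference IDE inhibitor Ii1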
# Active calls of the source: *; . = no result given.
1: CS(=O)(=O)NN1C(=O)c2ccccc2NC12CCCC2
2: O=C(CCCN1C(=O)/C(=C\c2cccs2)SC1=S)Nc1cc([N+](=O)[O-])ccc1O
3: CCCCC(=O)Nc1nc2c(OC)ccc(OC)c2s1
4: CNC(=S)NNc1nncc2ccccc12
5: CCOc1ccc(S(=O)(=O)N2CCCCC2)cc1NC(=O)c1cccnc1OCC
6: N#CC1=C(S)N(c2ccccc2)C(c2ccc(-c3ccc(Cl)c(Cl)c3)o2)NC1=O (stereo not drawn)
7: COc1ccccc1NC(=O)CSc1nnc(-c2ccco2)n1N
8: CCOC(=S)SCC(=O)N1CCc2cc(OC)ccc2C1C1C(=O)CCCC1=O (stereo not drawn)

entry no.,1,2,3,4,5,6,7,8
NS3 helicase inh,15,9,1,3,.,25,15,-6
GalR3 antag,3,0,.,0,-5,-3,-6,-3
VIM-2 inhibitor,-2.4,-5.8,-4.1,-8.0,.,-1.9,-0.1,-1.0
CRFR2-BP antag,15,28,24,3,1,6,1,18
UBC9 SUMO inh,31,37,14,7,.,35,-2,18
IMP-1 inhibitor,-1.4,-4.0,-5.1,-2.0,.,5.2*,-0.8,1.6
p-CIP stab down,-4,-9,-6,2,.,-13,4,-5
IDE act,-1,4,-8,1,0,1,11,-3
IDE inh,3,8,9,2,0,-2,4,1

# Overlap with the part before: 2 entries; new compounds follow.
7: COc1ccccc1NC(=O)CSc1nnc(-c2ccco2)n1N
8: CCOC(=S)SCC(=O)N1CCc2cc(OC)ccc2C1C1C(=O)CCCC1=O (stereo not drawn)
9: COc1ccc(C(=O)C2C(c3ccc(-c4ccccc4[N+](=O)[O-])o3)NC(=O)NC2(O)C(F)(F)F)cc1 (stereo not drawn)
10: Cc1cccc(C)c1NC(=O)/C(C#N)=C/c1ccc(-c2ccc(C(=O)O)cc2)o1
11: Cc1ccc(CSc2nc3ccccc3c(=O)[nH]2)cc1
12: C=C(Cl)COc1cc(C)cc2oc(=O)cc(CC)c12
13: O=C(C[n+]1cccc2ccccc21)c1ccc(Br)cc1
14: O=C(NCc1ccncc1)C1CCN(S(=O)(=O)Cc2ccccc2)CC1
15: COc1ccc(CCC(=O)Nc2ccc(S(=O)(=O)Nc3nccc(C)n3)cc2)cc1
16: Cc1ccc(-c2noc(CCC(=O)NCc3ccccc3CN3CCOCC3)n2)cc1

entry no.,7,8,9,10,11,12,13,14,15,16
NS3 helicase inh,15,-6,28,15,-16,6,-2,-1,2,.
GalR3 antag,-6,-3,-4,-7,1,-6,-3,-2,-7,-7
VIM-2 inhibitor,-0.1,-1.0,-0.5,0.3,-2.8,4.3,-2.6,-1.2,-3.4,.
CRFR2-BP antag,1,18,-6,6,-7,23,-5,7,-8,1
UBC9 SUMO inh,-2,18,17,19,-10,21,3,11,17,.
IMP-1 inhibitor,-0.8,1.6,-4.8,-2.8,-3.6,-1.1,-3.4,-2.1,-2.3,.
p-CIP stab down,4,-5,-10,-9,-5,-8,6,-6,-4,.
IDE act,11,-3,10,0,4,-1,3,0,0,2
IDE inh,4,1,-2,-4,4,5,2,4,4,-1

17: CN(CC(=O)Nc1ccccc1C(F)(F)F)C(=O)Cc1ccc(S(=O)(=O)N2CCOCC2)s1
18: C=CCn1c(SCC(=O)Nc2cc(C)on2)nc2sc(CC)cc2c1=O
19: CCc1ccc(NC(=O)CCC(=O)Nc2nnc(C(F)(F)F)s2)cc1
20: O=C(COc1ccc2ccc(=O)oc2c1)Nc1ccc(CCO)cc1
21: COCCSc1nnc(NC(=O)c2ccc([N+](=O)[O-])cc2)s1
22: O=C(NC(=S)Nn1cnc2c(cnn2-c2ccccc2)c1=O)c1ccc(Cl)cc1
23: CC(C)c1ccccc1-n1c(-c2cccnc2)n[nH]c1=S
24: Cc1ccc(/C=C/C(=O)OCC(=O)NC(=O)NCc2ccco2)cc1

entry no.,17,18,19,20,21,22,23,24
NS3 helicase inh,.,5,2,8,-13,5,-1,.
GalR3 antag,1,-2,3,2,-6,-1,-4,-3
VIM-2 inhibitor,.,-3.5,-7.0,-1.2,-0.1,-2.2,-0.1,.
CRFR2-BP antag,-2,6,-21,15,1,-21,5,-6
UBC9 SUMO inh,.,23,.,5,18,-5,10,.
IMP-1 inhibitor,.,-3.3,-0.2,-3.6,-2.5,-3.0,-2.3,.
p-CIP stab down,.,-4,-8,8,-5,-1,-4,.
IDE act,4,-5,2,-1,3,4,-2,4
IDE inh,11,-2,0,7,2,-3,4,-1

25: Cc1ccc(C(C(=O)NCc2ccccc2)N(C(=O)c2csnn2)c2cccc3ccccc23)o1 (stereo not drawn)
26: Cc1ccc2c(CC(=O)Nc3c(C)n(C)n(-c4ccccc4)c3=O)coc2c1
27: CCCCn1c(N)c(N(Cc2ccccc2OC)C(=O)COc2cc(C)ccc2Cl)c(=O)[nH]c1=O
28: Cc1ccc2cccc(SCC(=O)NCC#N)c2n1
29: CCc1ccc(NC(=O)C(=O)N/N=C(\C)CC(=O)Nc2ccccn2)cc1
30: CN(C(=S)NC(=O)C12CC3CC(CC(C3)C1)C2)c1ccc(O)cc1
31: COC(CNC(=O)c1ccc2c(c1)ncn2-c1cccc(C)c1)OC
32: COc1cccc(/C=C/c2nc(C#N)c(NCC(C)C)o2)c1

entry no.,25,26,27,28,29,30,31,32
NS3 helicase inh,11,3,.,-3,12,.,-4,-17
GalR3 antag,0,-3,-7,-2,-12,-7,-12,-5
VIM-2 inhibitor,-1.4,-1.2,.,0.5,-1.5,.,-0.2,-0.7
CRFR2-BP antag,-26,2,-5,-3,16,-4,6,22
UBC9 SUMO inh,0,8,.,26,27,.,4,21
IMP-1 inhibitor,-5.5,-0.8,.,-0.9,-2.8,.,-2.1,-2.6
p-CIP stab down,-19,-3,.,-1,-6,.,0,10
IDE act,-2,4,8,2,-2,-4,2,4
IDE inh,-1,-3,3,2,8,7,1,2

33: CCCNC(=O)c1c(CSc2ccc(Cl)cc2)noc1C(=O)NCc1ccccc1
34: O=C(NC(=S)NC1CCSC1=O)c1ccccc1 (stereo not drawn)
35: COc1cccc(OC)c1OCCCCN1CCCCC1
36: O=C1COc2ccc(S(=O)(=O)N3CCN(c4ccccc4)CC3)cc2N1
37: CC(Sc1nnc(COc2ccc(Cl)cc2)n1Cc1ccccc1)C(=O)O (stereo not drawn)
38: N/C(=N\OC(=O)COc1ccccc1Cl)c1ccc(Cl)cc1
39: Cc1cc(NC(=O)CCCN2C(=O)c3cccnc3C2=O)no1
40: COc1ccc(N(C(C)=O)c2nc(C)cc(C)c2C#N)c(OC)c1

entry no.,33,34,35,36,37,38,39,40
NS3 helicase inh,.,10,0,0,20,2,3,0
GalR3 antag,-3,-1,-14,-5,-5,0,2,-6
VIM-2 inhibitor,.,-4.8,-1.9,-5.4,-3.2,-2.3,1.5,-4.8
CRFR2-BP antag,-6,-3,2,-1,-6,-12,30,-7
UBC9 SUMO inh,.,5,13,14,12,-19,2,14
IMP-1 inhibitor,.,-3.0,-2.0,-2.0,-2.8,-1.9,-1.9,-3.5
p-CIP stab down,.,10,-7,3,0,0,-2,-5
IDE act,-4,2,0,1,-2,-2,3,2
IDE inh,3,2,-6,2,4,1,1,-6

# 3 entries already listed, arranged by the value under IMP-1 inhibitor, smallest number first:
no.	molecule	IMP-1 inhibitor
40	COc1ccc(N(C(C)=O)c2nc(C)cc(C)c2C#N)c(OC)c1	-3.5
37	CC(Sc1nnc(COc2ccc(Cl)cc2)n1Cc1ccccc1)C(=O)O (stereo not drawn)	-2.8
35	COc1cccc(OC)c1OCCCCN1CCCCC1	-2.0

# (continued)
41: c1ccc(-c2nccnc2-c2ccccc2)cc1
42: CC(=O)Nc1cccc(NC=C(C#N)C#N)c1
43: COC(=O)c1cc(NS(=O)(=O)c2ccc(N3CCOCC3)c([N+](=O)[O-])c2)cc(C(=O)OC)c1
44: O=C(C[C@@H]1C/C=C/CC[C@H](Cc2ccc(F)cc2)C(=O)OCCNC1=O)N[C@H](CO)Cc1ccccc1
45: CC(=O)c1ccc(OCC(O)CN2C(C)(C)CC(O)CC2(C)C)cc1 (stereo not drawn)
46: CCN(C(=O)CSc1nc2ccccc2n1C)C1CCS(=O)(=O)C1 (stereo not drawn)
47: CCOC(=O)/C(Sc1nc(-c2ccccc2)cc(-c2ccccc2)c1C#N)=C(\C)O
48: CCc1cccc(NC(=O)Cn2cc(C=O)c3ccccc32)c1

entry no.,41,42,43,44,45,46,47,48
NS3 helicase inh,1,0,4,.,1,.,10,9
GalR3 antag,0,15*,-2,-3,.,-4,-6,-8
VIM-2 inhibitor,-0.8,-2.3,-2.4,.,1.5,.,-5.7,-1.8
CRFR2-BP antag,10,11,2,-13,-25,0,-1,-14
UBC9 SUMO inh,44,20,-12,.,28,.,3,3
IMP-1 inhibitor,-2.5,-1.6,-0.9,.,-2.0,.,-1.7,-1.8
p-CIP stab down,-7,-7,-10,.,-14,.,6,-2
IDE act,1,-4,6,7,2,3,1,3
IDE inh,-1,-1,-4,-1,5,-1,-1,-3

49: O=C(CSCc1ccc(C(=O)O)cc1)Nc1ccccc1
50: CCOc1ccc(C(=O)NC(=S)Nc2ccccc2N2CCC(C)CC2)cc1[N+](=O)[O-]
51: COc1ccccc1N(CC(=O)NC(C)(C)C)C(=O)CCC(=O)Nc1ccccn1
52: CCC1CCCCN1CCCNC(=O)Cn1cnc2sc(C)c(S(=O)(=O)N3CCC(C)CC3)c2c1=O (stereo not drawn)
53: CCCCC1CCCOC(C(=O)NCCNCCO)(C(F)(F)F)C1 (stereo not drawn)
54: COc1ccc(/C=N\NC(=O)c2ccccc2[N+](=O)[O-])cc1COc1c(F)c(F)c(F)c(F)c1F
55: O=C(CSc1ccccn1)N/N=C/C=C/c1ccccc1

entry no.,49,50,51,52,53,54,55
NS3 helicase inh,-14,-9,-8,-18,.,-16,3
GalR3 antag,-3,8,-10,-5,-2,-1,-5
VIM-2 inhibitor,-2.0,-7.8,-1.6,1.0,.,-1.1,-2.3
CRFR2-BP antag,-35,-13,-8,1,15,-4,0
UBC9 SUMO inh,7,-33,1,9,.,-14,25
IMP-1 inhibitor,-2.6,-1.5,-2.3,-0.6,.,-3.0,-3.2
p-CIP stab down,2,-4,6,0,.,2,-17
IDE act,0,-3,-2,-1,2,1,8
IDE inh,-1,2,.,-12,1,0,-5

# Records listed so far marked active in GalR3 antag.
42: CC(=O)Nc1cccc(NC=C(C#N)C#N)c1

entry no.,42
NS3 helicase inh,0
GalR3 antag,15*
VIM-2 inhibitor,-2.3
CRFR2-BP antag,11
UBC9 SUMO inh,20
IMP-1 inhibitor,-1.6
p-CIP stab down,-7
IDE act,-4
IDE inh,-1
